# Screening data (PubChem)
# NOD2-RIPK2 inh – NOD2-RIPK2 binding disruptors in cells, primary screen, fluorescence, CHO cells, BLA complementation | Receptor-interacting serine/threonine-protein kinase 2 (Homo sapiens), O43353 | CCF4 ratio | inhibition, % at 4.98 µM | actives 0.38% (n = 360,000); in the data active = inhibition above about 21%;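 note: 0% = vehicle only and 100% = reference blocker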
# NCOA2 inhibitor – inhibition of GAL4-SRC2 driven luciferase reporter, primary screen, SRC2 inhibitor project, cell-based, luminescence; actives 0.17% (n = 370,000); inhibition, % at 9 µM; Nuclear receptor coactivator 2 (Homo sapiens), Q15596; HEK293 GAL4-SRC2 luciferase reporter;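 active = inhibition above the mean inhibition of all tested compounds plus 3 SD, set per campaign, cut at about 52% in these data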;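 note: 0% = DMSO treated cells and 100% = cells given Gossypol at 36 µM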
# H9c2 protect – cardioprotection against H2O2-induced cell death, primary screen, uHTS, H9c2 cells, ATPLite luminescence; protection from H2O2 cell death, % at 20 µM; H9c2 cardiomyocytes, H2O2 injury protection, 2 h; actives 0.63% (n = 360,000); AID 588492, 2011;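 active = compounds giving at least 50% protection of heart cells from peroxide-induced death in the single-dose screen, raw or plate-pattern-corrected value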;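 note: 0% = DMSO wells with peroxide and 100% = DMSO wells without peroxide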
# HTR2A ag – mouse Htr2a agonists via beta-arrestin recruitment, primary screen, cell-based, luminescence; 5-hydroxytryptamine receptor 2A (Mus musculus), P35363; CHO-K1 mHTR2A beta-arrestin complementation; percent of 30 µM serotonin response; activation, % at 7.6 µM; actives 0.66% (n = 360,000); AID 624169, 2012;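 active = activation above a run cutoff, the mean activation of all tested compounds plus 3 SD, cut at about 14% in these data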;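 note: 0% = plate median of compound wells and 100% = 30 µM serotonin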
# N-glyco inh – increase of ERlucT glycosylation luciferase signal, primary screen, N-linked glycosylation inhibitor project, D54 ERlucT cells, luminescence, set 2 | D54 ERlucT glycosylation luciferase reporter, 24 h; percent of 100 nM tunicamycin response | reporter increase, % at 12.5 µM | actives 0.23% (n = 360,000);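 active = mean luciferase reporter signal, scaled so untreated is 0 and the glycosylation-blocking control 100, at or above a set limit in every replicate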;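 note: luciferase carries N-glycosylation sites so blocking glycosylation raises the light; 0% = median of neutral control wells and 100% = median of 100 nM tunicamycin wells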
# MC4R ag barr – MC4R agonists recruiting beta-arrestin, primary screen, cell-based, luminescence, agonist arm of biased-ligand search; Melanocortin receptor 4 (Homo sapiens), P32245; U2OS MC4R beta-arrestin complementation; percent of melanotan II response, DMSO zero; activation, % at 8.9 µM; actives 0.98% (n = 360,000); AID 540308, 2011;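 active = activation above a per-plate cutoff, the mean activation of sample wells on that plate plus 3 SD, cut at about 8% in these data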
# ABHD5 PLIN5 PPI – ABHD5-PLIN5 interaction inhibitors, primary screen, cell lysate, split luciferase complementation, luminescence. Perilipin-5 (Homo sapiens) + 1-acylglycerol-3-phosphate O-acyltransferase ABHD5 (Homo …. Split G. princeps luciferase complementation, 4 h. inhibition, % at 4 µM. actives 0.78% (n = 360,000);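 active = inhibition above the mean inhibition across every tested compound plus 3 SD, cut at about 22% in these data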;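 note: 0% = DMSO only wells and the 100% control is not disclosed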
# MC4R antag cAMP – MC4R antagonists of cAMP signaling, primary screen, cell-based, TR-FRET, antagonist arm of biased-ligand search; inhibition, % at 6.5 µM; MC4R-expressing cells, MTII-stimulated cAMP, LANCE TR-FRET; actives 0.48% (n = 360,000); Melanocortin receptor 4 (Homo sapiens), P32245;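 active = inhibition above its plate's cutoff, the mean of tested wells on that plate plus 3 SD, cut at about 29% in these data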;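 note: 0% = Melanotan II alone and 100% = Melanotan II plus saturating MCL0020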
#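 Assay system: human MC4R-expressing U2OS cells; reagent: Melanotan II stimulation of cells; dosing: 6.5 µM single dose; timing: compound 30 min, challenge 1 h, detection 1 h; signal: TR-FRET cAMP assay; replicates: one well per compound, no replicates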
# ABCB6 inh MLPCN – ABCB6 transporter inhibitors, primary screen, K562-ABCB6 cells, flow cytometry, MLPCN library | AID 602162, 2011 | fluorescence ratio to DMSO, % at 10 µM | ATP-binding cassette sub-family B member 6 (Homo sapiens), Q9NP58 | K562-ABCB6 porphyrin accumulation, 1 h; active compounds read low | actives 0.19% (n = 360,000);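 active = fluorescence ratio to DMSO below 75%, the collection mean minus 3 SD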;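 note: signal is porphyrin accumulated inside mitochondria; 100% equals median channel fluorescence of DMSO control wells; lower ratio means ABCB6 inhibition with less porphyrin fluorescence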
# TLR9-MyD88 inh – inhibitors of TLR9-MyD88 association in cells, primary screen, cell-based, CHO, BLA complementation, fluorescence; CCF4 FRET ratio; actives 0.21% (n = 340,000); AID 504734, 2011; Toll-like receptor 9 (Homo sapiens) + Myeloid differentiation primary response protein …; inhibition, % at 4.98 µM;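 active = inhibition above the mean over all tested compounds plus 3 SD, cut at about 21% in these data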;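 note: 0% = DMSO only wells and 100% = clavulanate BLA inhibitor control wells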
# Target sequence (Q99836 whole entry, looked up): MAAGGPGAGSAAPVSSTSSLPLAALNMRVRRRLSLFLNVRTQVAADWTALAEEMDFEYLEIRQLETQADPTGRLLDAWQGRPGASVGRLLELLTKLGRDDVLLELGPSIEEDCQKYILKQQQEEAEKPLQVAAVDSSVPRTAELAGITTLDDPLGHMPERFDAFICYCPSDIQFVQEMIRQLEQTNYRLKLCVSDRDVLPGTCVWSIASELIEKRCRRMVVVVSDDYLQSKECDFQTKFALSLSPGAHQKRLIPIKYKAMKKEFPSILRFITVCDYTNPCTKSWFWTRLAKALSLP
# Target sequence (Q9NR96 whole entry, looked up): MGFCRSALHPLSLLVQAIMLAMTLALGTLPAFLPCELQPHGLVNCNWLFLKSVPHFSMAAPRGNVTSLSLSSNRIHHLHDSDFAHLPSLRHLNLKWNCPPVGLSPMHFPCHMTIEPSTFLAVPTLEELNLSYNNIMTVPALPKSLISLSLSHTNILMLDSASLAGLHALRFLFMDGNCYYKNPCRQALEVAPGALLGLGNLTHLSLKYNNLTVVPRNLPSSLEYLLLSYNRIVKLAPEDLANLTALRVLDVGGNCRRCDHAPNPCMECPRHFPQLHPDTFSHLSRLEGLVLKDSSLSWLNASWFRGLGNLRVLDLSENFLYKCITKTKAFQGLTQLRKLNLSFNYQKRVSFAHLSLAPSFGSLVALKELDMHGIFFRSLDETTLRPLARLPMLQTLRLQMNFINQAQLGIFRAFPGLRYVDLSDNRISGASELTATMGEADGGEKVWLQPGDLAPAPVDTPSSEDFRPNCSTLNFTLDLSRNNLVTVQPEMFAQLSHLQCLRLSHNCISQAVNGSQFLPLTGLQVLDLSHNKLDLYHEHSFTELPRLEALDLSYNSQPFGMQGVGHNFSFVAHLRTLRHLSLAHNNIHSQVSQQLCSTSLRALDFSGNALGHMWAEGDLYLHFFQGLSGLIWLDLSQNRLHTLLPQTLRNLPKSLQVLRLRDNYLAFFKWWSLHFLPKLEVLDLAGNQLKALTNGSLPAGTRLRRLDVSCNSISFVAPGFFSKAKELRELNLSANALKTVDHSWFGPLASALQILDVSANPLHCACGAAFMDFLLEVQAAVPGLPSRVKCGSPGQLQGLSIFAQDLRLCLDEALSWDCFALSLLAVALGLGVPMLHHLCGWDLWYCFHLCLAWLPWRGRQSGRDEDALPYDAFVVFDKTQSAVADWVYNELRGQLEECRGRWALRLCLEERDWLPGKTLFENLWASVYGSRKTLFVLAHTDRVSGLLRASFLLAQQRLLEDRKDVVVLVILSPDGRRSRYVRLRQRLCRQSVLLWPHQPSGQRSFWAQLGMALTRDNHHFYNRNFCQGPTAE
# An asterisk follows results filed as active; . = not tested or not shown. A portion of the library; the hit share may differ from the screen's.
SMILES,NOD2-RIPK2 inh,NCOA2 inhibitor,H9c2 protect,HTR2A ag,N-glyco inh,MC4R ag barr,ABHD5 PLIN5 PPI,MC4R antag cAMP,ABCB6 inh MLPCN,TLR9-MyD88 inh
O=C(O)CNc1ccccc1C(=O)O,9,10,0,-2,0,-1.0,1,8,96,-3
CCc1ccc(NC(=O)COc2coc(CN3CCc4ccccc4C3)cc2=O)cc1,5,-8,-6,-3,0,0.1,-1,-4,96,7
Cc1ccc(S(=O)(=O)NC(C(=O)Oc2ccc3c(C)c(Cl)c(=O)oc3c2)c2ccccc2)cc1 (centres undefined),6,-5,2,-1,3,-1.8,-8,9,104,4
CC(=O)NC(CC(=O)NCCN1C(=O)S/C(=C\c2ccccc2)C1=O)c1ccccc1 (centres undefined),-14,-3,1,2,-1,0.0,4,11,96,-2
CN(Cc1ccco1)S(=O)(=O)c1nnc(NC(=O)c2ccccc2)s1,3,.,-2,1,1,-0.7,12,8,99,2
O=C(O)c1ccc2c(c1)S(=O)(=O)c1cc(N3CCN(c4ncccn4)CC3)ccc1C2=O,5,-8,4,-1,-1,-0.2,-3,5,95,0
O=C(CN(Cc1ccco1)C(=O)CNS(=O)(=O)c1ccccc1)NCc1ccccc1,-1,-26,4,4,0,-1.9,-4,4,100,2
COc1cccc(N2CCN(Cc3ncc(-c4ccccc4)o3)CC2)c1,-1,4,-10,-5,1,-1.6,2,1,96,-16
CCOc1cc(NC(=S)Nc2ccccc2)c(OCC)cc1NC(=O)c1ccccc1,0,-11,8,4,-2,-1.8,-19,-2,103,-4
CCOC(=O)C(NC(=O)c1cccc(Cl)c1)(OCc1ccccc1)C(F)(F)F (centres undefined),-12,20,-4,-2,-3,3.1,-5,8,95,-11
CCCCn1c(N)c(N(CCOC)C(=O)c2ccc(S(=O)(=O)N3CCCCC3)cc2)c(=O)[nH]c1=O,3,15,-1,-1,1,-4.7,-9,17,96,-2
CC(CNC(=O)[C@@H](Cc1ccccc1)NC(=O)CC[C@H]1O[C@@H](n2ccc(=O)[nH]c2=O)[C@H](O)[C@@H]1O)c1ccccc1 (some centres undefined),1,-10,4,1,2,.,-1,.,102,.
O=C(COC(=O)COc1ccccc1)NC12CC3CC(CC(C3)C1)C2,7,-35,2,-1,0,-0.6,4,9,102,-6
COCCN(C(=O)CSc1nnc(-c2ccc(C)cc2)n1N)c1c(N)n(Cc2ccccc2)c(=O)[nH]c1=O,-6,11,10,-4,5,-0.8,15,3,98,1
Cc1nc(SCC(=O)NCc2cccs2)nc(C)c1C,-9,5,9,0,1,-0.7,2,4,101,-4
CCOc1ccc(NS(=O)(=O)c2cc(NC(=O)c3cccc(C)c3)ccc2Cl)cc1,-9,-11,-5,-2,-1,2.4,-1,14,98,5
CCC(SC1=N/C(=C/c2ccccc2OC)C(=O)N1c1ccccc1)C(=O)Nc1cc(C)on1 (centres undefined),-4,3,0,2,-4,-1.7,-9,1,113,-2
COc1ccc(C)cc1NC(=O)c1ccc(NC(=O)CC2SC(N3CCCC3)=NC2=O)cc1 (centres undefined),-8,3,3,1,6,-1.6,6,13,99,-1
Cc1ccc(CSc2nnc(-c3cnccn3)n2C)cc1,-9,-15,7,-3,9,0.1,3,29*,100,5
O=C(Cc1ccccc1)NC(C(=O)O)C(O)c1ccc([N+](=O)[O-])cc1 (centres undefined),2,-24,3,3,1,0.1,-4,17,102,-6
CCn1ncc(Br)c1C(=O)NC1CCCCCCC1,7,-23,2,5,-3,-2.7,11,10,98,8
Oc1c(Br)cc(Br)cc1/C=N/NC(=S)N[C@H]1CC2C=CC1C2 (some centres undefined),12,16,34,-18,4,-3.0,-4,3,101,-1
Cc1ccc2cc(C=C(C#N)C#N)c(N3CCCCC3)nc2c1,-5,-23,-2,3,2,4.2,-6,20,114,1
Cc1ccc(NC(=O)c2cc(NC(=O)/C=C\C(=O)O)ccc2N2CCCCC2)cc1,3,8,-3,-3,0,-2.8,-11,3,99,-5
CCn1ccnc1CN(C)Cc1nc(-c2ccccc2)no1,9,-4,5,2,1,-1.1,-5,4,94,-3
CN(C(=O)COc1ccccc1)c1nnc(C23CC4CC(CC(C4)C2)C3)s1,-10,1,-5,-1,1,-0.3,-9,2,98,-4
CCC(=O)Nc1ccc2nc(C3CC3)n(Cc3ccc(C(C)(C)C)cc3)c(=O)c2c1,3,-38,-9,3,-16,-0.1,-9,-2,98,-3
CC(C)Oc1nc(-c2ccccc2Cl)nc2ccccc12,0,10,-6,-2,0,-0.1,-8,6,101,-4
CC(C)(C)NC(=O)COC(=O)c1snc(C(=O)NC2CCCCC2)c1N,-4,36,-24,1,0,-2.0,-6,2,92,7
CC(=O)c1cccc(-c2ccnc3c2CC(C(=O)Nc2cccnc2)O3)c1 (centres undefined),-3,12,15,-2,1,0.4,1,4,96,.
COc1ccccc1C(=O)NCCC(=O)N1CCN(c2cccc(C(F)(F)F)c2)CC1,-1,-13,-3,-2,5,3.3,-2,19,99,-1
C=CCSC1=C(C#N)C(c2ccccc2OCC)CC(=O)N1 (centres undefined),-4,-20,0,-1,0,-1.9,-13,10,105,-5
CCOc1ccccc1N1Cc2cc(C)c(C)cc2C1,-3,-12,-8,-3,-1,-1.6,-9,6,95,-6
CCN(CC)S(=O)(=O)c1cccc(NC2=NCCCCC2)c1,-14,-4,5,4,-2,-0.6,2,5,95,5
CCOC(=O)N=S(N)(=O)c1ccc(Cl)cc1 (centres undefined),-4,-20,0,-1,1,-1.3,-3,4,105,-2
CCN(CC(=O)Nc1c(F)cccc1F)C(=O)CNC(=O)c1ccc(C)s1,9,-14,-4,-8,2,-0.5,3,-1,94,-9
Cn1c(=O)c([N+](=O)[O-])c(NCc2ccccc2)c2ccccc21,-5,-18,8,-6,-1,-1.8,-6,-1,96,2
O=C(CSc1nc2scc(-c3ccccc3)c2c(=O)[nH]1)NCCc1ccccc1,3,-35,-5,1,1,-3.4,-1,15,102,-2
Cc1cc2nc(-c3nnnn3Cc3ccccc3)c(=O)[nH]c2cc1C,23*,-31,.,-1,.,.,-2,.,96,.
O=C(NC1CCN(Cc2ccccc2)CC1)C1CCCN(c2nnc(-n3cccc3)s2)C1 (centres undefined),-6,-43,-4,-4,0,1.9,-9,0,95,0
COc1ccc(NC(=O)Cn2cnc3c(cnn3C(C)(C)C)c2=O)cc1OC,2,-1,0,2,3,-1.7,0,18,96,3
Cc1cc(C)c(NC(=O)C2CCCN2CCOC(=O)c2cccc([N+](=O)[O-])c2)c(C)c1 (centres undefined),-8,4,-6,0,2,0.1,4,-2,98,-1
Cc1ccc(C)n1-c1ncn[nH]1,0,-6,0,-3,0,-1.8,3,1,99,6
Cc1ccc2nc(NC(=O)C3CCN(S(=O)(=O)c4cc([N+](=O)[O-])ccc4Cl)CC3)sc2c1,1,-23,-7,5,-1,-0.2,-1,-1,102,-6
C[C@H](NC(=O)c1nc[nH]c1C(=O)OCc1ccccc1)c1ccccc1,0,12,0,-9,1,0.1,-4,8,98,10
COc1cc(OC)c(NC(=O)CCCn2c(=O)oc3ccccc32)cc1Cl,9,-11,6,3,1,-1.9,2,15,109,-1
COC(=O)c1ccc(CNC(=O)c2cc(S(=O)(=O)NCc3ccccc3)ccc2C)cc1,-2,12,-3,2,1,2.7,-4,-13,96,1
COc1ccccc1-c1cc(C(=O)Nc2ccc(F)cc2F)no1,-3,-12,-3,-1,0,6.5,-4,4,99,3
Cc1cc(-c2ccc(S(=O)(=O)N3CCN(c4ccc(F)cc4)CC3)s2)on1,-4,8,-6,0,-1,7.4,-7,0,98,-12
C/C(=N\NC(=O)c1cccnc1)c1ccc(Br)cc1,-7,13,6,0,1,-1.7,-11,12,109,-7
CCc1ccc([C@@H]2CC(=O)[C@@H]3CN(S(=O)(=O)c4ccc(Cl)cc4)[C@H](c4ccc(C)cc4)C[C@@H]3N2S(=O)(=O)c2ccc(C)cc2)cc1,10,-12,3,2,-4,.,-15,.,104,.
CN(C)S(=O)(=O)c1ccc(C(=O)NC(=O)CSc2nncs2)cc1,-1,-15,2,1,1,-0.9,1,4,99,-2
CCCc1nc2cc(C)c(Br)c(C)n2c1Cc1ccccc1OC,-14,0,.,4,.,.,-12,.,120,.
COc1ccc(/C=C/C(=O)c2c(C)cc(C)[nH]c2=O)c2ccccc12,0,10,-3,-3,6,-0.2,-4,1,110,4
Cc1cccn2c(=O)nc(SCC(=O)NCc3ccc4c(c3)OCO4)nc12,-10,2,4,-4,-1,-1.8,18,-3,98,-4
CC1CCCCN1C(=O)CSc1nnc(-c2c[nH]c3ccccc23)o1 (centres undefined),3,-52,9,-2,2,0.5,-9,-2,97,-6
CN1C(=O)S/C(=C/c2ccc(OCc3cccc(C(=O)O)c3)cc2)C1=O,3,-45,3,1,-6,0.0,1,11,100,3
CCOc1ccc2c(c1)cc(CN(C(=O)CC)C1CCCCC1)c1nnnn12,6,0,7,-1,-1,0.5,-9,3,101,3
COc1ccc(/C=N/n2c(SC)nnc(C(C)(C)C)c2=O)cc1OC,-2,-20,12,-1,1,0.4,-7,-3,94,-8
CCN(CC)C(=O)c1ccc(C(=O)c2ccccc2)cc1,4,0,-2,-7,0,-1.1,4,1,83,-21
# The list goes on.
SMILES,NOD2-RIPK2 inh,NCOA2 inhibitor,H9c2 protect,HTR2A ag,N-glyco inh,MC4R ag barr,ABHD5 PLIN5 PPI,MC4R antag cAMP,ABCB6 inh MLPCN,TLR9-MyD88 inh
O=C(/C=C/c1ccccc1)N/C(=C\c1ccco1)C(=O)O,2,6,-2,3,1,-1.1,4,10,98,15
COc1ccc(-n2nc(C(=O)NCC(=O)NCCC3=CCCCC3)c3ccccc3c2=O)cc1OC,-11,1,18,-7,3,-1.2,4,1,97,-1
COc1cc(C(O)c2nc(-c3cnn(C)c3)cs2)ccc1F (centres undefined),-3,-20,-7,4,1,-1.5,-6,4,98,.
CCOC(=O)C(NC(=O)c1ccccc1)(Nc1cc(C)on1)C(F)(F)F (centres undefined),-6,21,-1,-5,4,-1.3,-2,-2,99,10
